Compound activity: PubChem, several laboratories
Mtb RmlCD inh – M. tuberculosis RmlC/RmlD inhibition. AID 1533. hit rate 0.03% among 160,000. inhibition, % at 3.6 µM. RmlC+RmlD coupled enzyme assay, percent inhibition; primary screen in compound mixtures; in the data active means inhibition mostly above about 34%, no sharp cut-off; further: some results filed as inactive read as strong as hits
Target sequence (P9WH09 whole entry, looked up): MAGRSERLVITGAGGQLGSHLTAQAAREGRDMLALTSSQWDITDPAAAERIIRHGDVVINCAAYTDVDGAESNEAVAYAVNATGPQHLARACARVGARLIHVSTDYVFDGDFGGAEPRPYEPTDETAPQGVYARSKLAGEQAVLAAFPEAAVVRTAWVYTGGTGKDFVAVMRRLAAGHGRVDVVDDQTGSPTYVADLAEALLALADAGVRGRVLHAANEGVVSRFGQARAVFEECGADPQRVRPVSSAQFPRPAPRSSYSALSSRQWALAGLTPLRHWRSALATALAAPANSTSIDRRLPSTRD
Target sequence (P9WH11 whole entry, looked up): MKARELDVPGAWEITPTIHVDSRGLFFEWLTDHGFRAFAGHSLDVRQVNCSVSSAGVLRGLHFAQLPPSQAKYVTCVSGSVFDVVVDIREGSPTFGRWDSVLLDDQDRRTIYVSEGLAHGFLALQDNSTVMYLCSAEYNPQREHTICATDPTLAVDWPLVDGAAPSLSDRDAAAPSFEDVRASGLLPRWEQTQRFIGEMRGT
GlmU inhibition – inhibition of mycobacterial GlmU enzyme – biochemical, glucosamine-1-phosphate acetyltransferase (AID 1376) | inhibition, %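 (tested at 30 µM in the primary screen)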; hits with a dose series show IC50 in µM | M. tuberculosis GlmU acetyltransferase enzyme assay; higher % means a stronger effect | hit rate 0.25% among 220,000; in the data active means inhibition above about 13%;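 further: 0% = complete reaction with vehicle and 100% = reaction without substrate; strong numbers were not always called active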
Numbers without * were called inactive; nt = no result given.

SMILES | Mtb RmlCD inh | GlmU inhibition
CCNC(=S)N1C2CCC1CC(NC(=O)Nc1ccc(C(=O)OCC)cc1)C2 (configuration not stated) | 5.9 | 1.8%
COc1ccc(N2C(=O)C(Cl)=C(N3CCCC(C)C3)C2=O)cc1 (configuration not stated) | nt | 0.2%
O=C(CSC1=NCCN1)Nc1ccccc1[N+](=O)[O-] | 21.1 | -2.3%
CCOc1ccc(CNC(=S)N/N=C/c2ccc(OC)c(OC)c2)cc1 | -9.2 | -0.8%
CCOC(=O)c1c(C)[nH]c(C(=O)CSc2ccc(Cl)cc2)c1C | nt | 1.6%
N#C/C(=C\c1ccc(O)c(O)c1)C(=O)N1CCCC1 | 9.4 | -3.1%
COc1ccccc1N1C[C@@H]2C[C@@H](c3ccco3)N3CCC[C@@]23C1=O | -9.8 | 2.8%
CCc1ccc2c(CN3CCN(S(=O)(=O)c4cccs4)CC3)cc(=O)oc2c1 | 1.7 | -1.3%
Cc1ccc(-n2ncc3c(SCC(=O)NNC(=O)c4ccco4)ncnc32)cc1 | 6.3 | -3.8%
CC(=O)CC(c1ccccc1)S(=O)(=O)c1ccc(C)cc1 (configuration not stated) | -13.6 | -0.8%
CCN(CC)C(=O)/C(=C/c1ccc2c(c1)OCO2)NC(=O)c1ccc(Br)cc1 | nt | 1.5%
CCOc1ccc(-c2nc3n(c(=O)c2C#N)CCS3)cc1 | 8.7 | 1.2%
COc1ccc2nc(/C(C#N)=C\c3ccc(C(=O)O)cc3)[nH]c2c1 | -5.8 | 5.0%
CS(=O)(=O)NCC(c1cccnc1)N1CCN(c2ccc(F)cc2)CC1 (configuration not stated) | nt | 2.4%
CC(C)(C)c1cnnn1-c1ccc(/C=N/Nc2ccc([N+](=O)[O-])cc2)cc1 | 2.3 | -5.7%
CC(=O)c1cccc(NC(=O)c2c(C)nn(-c3ccccc3)c2Cl)c1 | -8.1 | -2.5%
NC(=O)COC(=O)c1ccc(-c2ccc(O)cc2)cc1 | -3.7 | 0.5%
N#CC1(C#N)C2=C(CCCC2)NC(c2ccccc2)C1(C#N)C#N (configuration not stated) | nt | -1.5%
O=C(CCCCCn1c(=S)[nH]c2ccc(N3CCOCC3)cc2c1=O)NCc1cccc(Cl)c1 | -6.2 | 1.2%
CCOC(=O)c1ccc(Oc2cc(C)nc(SC)n2)cc1 | 6.8 | 8.2%
CCn1cc(C(=O)NCc2ccccc2OC)c(=O)c2cc(S(=O)(=O)N(C)C)ccc21 | -8.4 | -4.1%
CCOc1ccc(NS(=O)(=O)c2ccc(OC)c(NC(=O)c3ccc4c(c3)OCCO4)c2)cc1 | -5.2 | 1.2%
COc1ccc(CNC(=O)c2cc(SC)ccc2Cl)cc1OC | -8.7 | -4.3%
CCOC(=O)C1CCN(C(=O)Nc2ccc3c(c2)nc(C)n3C)CC1 | 4.0 | 2.2%
Cc1cc(C(=O)Oc2cccnc2)ccc1[N+](=O)[O-] | 12.0 | -4.8%
O=C(NCCc1cccs1)C1CC(c2ccccc2[N+](=O)[O-])=NO1 (configuration not stated) | -0.8 | -3.8%
COc1cc(NC(=O)C(C)Oc2ccccc2)c(C(=O)O)cc1OC (configuration not stated) | -9.4 | 0.9%
N#CCC(=O)Nc1ccc(C(=O)OCC(=O)N(Cc2ccccc2)C2CCS(=O)(=O)C2)cc1 (configuration not stated) | 2.5 | -0.1%
O=S(=O)(NCc1ccccn1)c1cccc2nsnc12 | -10.5 | 0.9%
Cc1cc(C)c[n+](C2=C([O-])c3ccccc3C(=O)/C2=N\S(=O)(=O)c2cccs2)c1 | 6.4 | 4.0%
O=C(Cn1cnc2ccccc2c1=O)NCC(=O)N1CCN(Cc2ccc3c(c2)OCO3)CC1 | -10.6 | -0.1%
CC(=O)N/C(N)=N/c1nc2cc(C)ccc2o1 | 2.3 | 0.4%
O=C1NC(=O)C(=Cc2ccc(N3CCOCC3)o2)C(=O)N1 | -4.1 | 2.6%
CSCCC(NC(=O)C1CCC(C)CC1)C(=O)NCc1ccco1 (configuration not stated) | nt | -3.9%
Cc1nnc(SCCn2c(N3CCC(Cc4ccccc4)CC3)nc3c2c(=O)[nH]c(=O)n3C)s1 | 36.5 | 5.0%
CCOc1ccc(/C(O)=C2/C(=O)C(=O)N(CCN(CC)CC)C2c2cccs2)cc1 (configuration not stated) | 5.7 | -1.1%
CC(NC(=O)NC(N)=O)(C(F)(F)F)C(F)(F)F | 13.4 | -1.4%
CCCNC1=C(C)C(=O)C2=C(C1=O)C(COC(N)=O)[C@]1(OC)C3NC3CN21 (some centres not stated) | -17.2 | -5.9%
FC(F)(F)c1ccc(CN2C[C@@H]3C(c4ccc(Cl)nc4)C4(c5ccccc5)CC3(C4)[C@H]2c2ccccc2)cc1 (some centres not stated) | nt | -3.5%
COc1ccc(-n2nnnc2SCC(=O)Nc2ccccc2)cc1 | 0.9 | 1.9%
COc1ccc(N2CCN(C(=O)CSc3nc4[nH]ncc4c(=O)n3-c3ccc(Br)cc3)CC2)cc1 | 3.6 | 8.5%
CCOC(=O)c1sc2nc(C)nc(SCC(=O)NC3CCS(=O)(=O)C3)c2c1C (configuration not stated) | 8.0 | -8.8%
CC(=O)N1CC=C2C(C#N)=C(N)C(C#N)(C#N)C(CCc3ccccc3)C2C1 (configuration not stated) | 9.7 | 0.2%
O=C(CN1CCOCC1)c1c[nH]c2ccccc12 | nt | 1.6%
O=C(COC(=O)/C=C/c1ccc(Cl)cc1Cl)Nc1ccc2c(c1)OCCO2 | -4.2 | -4.9%
COCCCNc1ccnc2c(Cl)cccc12 | -7.2 | -8.2%
O=C(NCCc1c[nH]c2ccccc12)c1cc2ccccc2oc1=O | 7.0 | 1.9%
O=C1N(Nc2ccccc2)C(c2ccc(Br)cc2)C12CCCC2 (configuration not stated) | 4.7 | -1.5%
CCOC(=O)CSc1nnc(CNC(=O)c2ccc(OC)c(OC)c2)n1C | nt | 3.0%
O=C(Nc1ccc(OC(F)(F)F)cc1)c1ccc(-n2cncn2)nc1 | -11.9 | -0.8%
Cc1ccc(C)c(OCC(=O)Nc2cccc(C(=O)O)c2)c1C | nt | 3.7%
Cc1ccc2nc(C3CCCN(C(=O)NCc4ccccc4)C3)[nH]c2c1 (configuration not stated) | 3.2 | 8.1%
O=[N+]([O-])c1ccccc1S(=O)(=O)NC1CCCC1 | 11.5 | -6.1%
NNc1ccccc1C(F)(F)F | -11.7 | -2.6%
C=CCNc1ncnc2c1cnn2-c1ccc(C)cc1C | 1.1 | 0.0%
O=C(CSc1nc(O)c(C2CCCCC2)c(=O)[nH]1)N1CCOCC1 | -7.5 | -4.0%
CCCn1c2ccccc2c2nnc(SCC(=O)Nc3c(C)n(C)n(-c4ccccc4)c3=O)nc21 | nt | 2.2%
C=C(C)c1cccc(C(C)(C)NC(=O)N2CCCC(C(N)=O)C2)c1 (configuration not stated) | nt | -1.0%
O=C(N/N=C/c1ccc(Cl)c([N+](=O)[O-])c1)c1cc(-c2ccccc2)nc2ccccc12 | -7.7 | 0.7%
Cc1ccc(S(=O)(=O)CCC(=O)OC(C)C(=O)c2c(C)[nH]c3ccccc23)cc1 (configuration not stated) | 5.2 | -4.0%

6 entries from above in a different format.
Each structure is followed by: Mtb RmlCD inh | GlmU inhibition
> CCOC(=O)CSc1nnc(CNC(=O)c2ccc(OC)c(OC)c2)n1C
  nt | 3.0%
> CS(=O)(=O)NCC(c1cccnc1)N1CCN(c2ccc(F)cc2)CC1 (configuration not stated)
  nt | 2.4%
> O=C1N(Nc2ccccc2)C(c2ccc(Br)cc2)C12CCCC2 (configuration not stated)
  4.7 | -1.5%
> CCOC(=O)C1CCN(C(=O)Nc2ccc3c(c2)nc(C)n3C)CC1
  4.0 | 2.2%
> CCOC(=O)c1ccc(Oc2cc(C)nc(SC)n2)cc1
  6.8 | 8.2%
> COc1cc(NC(=O)C(C)Oc2ccccc2)c(C(=O)O)cc1OC (configuration not stated)
  -9.4 | 0.9%

The listing continues.
SMILES | Mtb RmlCD inh | GlmU inhibition
O=C1CC(c2ccccc2)n2nc(NC(=O)C3CCCO3)nc2N1 (configuration not stated) | nt | 3.3%
COc1ccc(-n2c(-c3ccc(Br)cc3)c[n+]3c2CCc2ccccc2-3)cc1 | nt | 1.6%
COc1ccc(C2CC(c3ccccc3)=NN2c2ccc(Cl)c(C(=O)O)c2)cc1 (configuration not stated) | 23.1 | 3.2%
CC(C)Nc1nc(Cl)nc(N(C#N)CN2C(=O)c3ccccc3C2=O)n1 | -9.7 | -4.2%
CC12CC3(C)CC(C)(C1)CC(C(=O)NC1=NCCS1)(C2)C3 | nt | -0.7%
CC(=O)c1cccc(NC(=O)Nc2cc3sccc3n2C)c1 | 5.0 | 5.8%
CCOC(=O)c1cnc(SCc2nc(N)nc(Nc3ccc(OC)cc3)n2)nc1N | -1.7 | -0.5%
Cc1ccc(C(C)C)c(OCC(=O)NN=C(CCl)CCl)c1 | -0.5 | -4.2%
COC(=O)c1ccc(C(C(=O)NC2CCCCC2)N(C(=O)Cc2cccs2)C2CC2)cc1 (configuration not stated) | 97.9 | -5.1%
CNc1nnc(-c2cc3cc(Cl)ccc3oc2=O)s1 | nt | 0.6%
CCOC(=O)CS(=O)(=O)c1ccc(O)cc1 | 5.3 | -0.5%
Cc1csc(NC(=O)CSc2nnc(-c3ccc(Cl)cc3)n2N)n1 | 6.6 | -1.2%
CCCSc1nc(C)c(C(C)=O)cc1C#N | -8.7 | -1.7%
COC(=O)Nc1nnc(Cc2ccccc2)s1 | 18.1 | 7.8%
CCCCNc1cc(Cl)nc(N)n1 | 5.8 | 1.7%
CCCCCCOc1ccc(N2C(=O)CC(NCCc3ccc(S(N)(=O)=O)cc3)C2=O)cc1 (configuration not stated) | nt | -2.6%
Fc1ccc(-n2c(-c3ccco3)nc3nc4ccccc4nc32)cc1 | nt | 0.0%
Cc1ccc(-n2nnc3c(SCC(=O)NCc4ccco4)ncnc32)cc1 | 3.6 | -1.9%
Cc1cc(=O)oc2cc(OC(=O)CCCCCN3C(=O)c4ccccc4C3=O)ccc12 | -5.9 | 1.3%
COc1ccccc1NC(=O)C(C)NS(=O)(=O)c1ccc(Cl)cc1 (configuration not stated) | 18.0 | -3.0%
Cc1ccc(OCC(=O)NNc2c3ccccc3nc3ccccc23)cc1 | -7.5 | 2.6%
COC(=O)c1sccc1NN1C(=O)c2ccccc2C1=O | 2.4 | 1.6%
O=S(=O)(Nc1ncnc2sc3c(c12)CCC3)c1ccc(Cl)s1 | nt | -1.0%
c1ccc(-n2c(SCC3CCCCO3)nnc2-c2cnccn2)cc1 (configuration not stated) | -6.2 | 3.5%
Cc1ccc(S(=O)(=O)CC(c2ccccc2)N2CCCCC2)cc1 (configuration not stated) | 12.3 | -1.1%
CCc1cc2cc3c(cc2nc1SCC(=O)OC(C)C)OCO3 | -6.5 | -2.2%
CCOc1ccc(NC(=O)CC2C(=O)N(c3ccc(OC)cc3)C(=O)N2CCc2ccc(OC)c(OC)c2)cc1 (configuration not stated) | 105.2 | 0.2%
Nc1nc(Nc2cccc(F)c2)nc2ccccc12 | -2.2 | 2.0%
COc1cc2cccc(OC)c(=O)c2c(O)c1OC | 11.4 | -3.8%
CC(=O)Nc1ccc(S(=O)(=O)NCC2CCC(C(=O)NCc3ccccc3)CC2)cc1 (configuration not stated) | -2.4 | -6.4%
Cn1c(CCCOc2ccc(Cl)cc2Cl)nnc1SCC(=O)Nc1ccc(F)c(Cl)c1 | 11.8 | 1.2%
CN(Cc1ccccc1)S(=O)(=O)c1ccc(NS(=O)(=O)Cc2ccccc2)cc1 | 5.7 | 6.0%
Cc1ccc(S(=O)(=O)NC(C(=O)Oc2cc3oc(=O)cc(C)c3cc2Cl)C(C)C)cc1 (configuration not stated) | nt | -0.8%
C=CCOc1ccc(C2C(C(=O)c3ccco3)=C(O)C(=O)N2Cc2cccnc2)cc1 (configuration not stated) | 10.1 | 1.7%
CCCn1c(O)c2ccc(C(=O)N=NC(=O)c3cccnc3)cc2c1O | nt | 1.5%
CC(C(=O)Nc1cccc([N+](=O)[O-])c1)n1nnc2ccccc21 (configuration not stated) | nt | -0.6%
CCCCCOc1ccc(C2NC(=O)NC2=O)cc1 (configuration not stated) | 9.1 | 1.2%
O=C(CCCOc1ccc(Cl)cc1Cl)NNC(=O)C1CCC1 | 5.1 | -2.0%
CC(C)(C)c1cccc(OCCCSc2ncccn2)c1 | nt | -1.0%
Cc1ccc2nc(C(=O)O)c(C(=O)O)nc2c1 | -2.5 | -0.4%
O=C(Nc1ccc(Cl)c(Cl)c1)Nc1cc(C(=O)NC2CC2)ccc1Cl | 2.7 | -1.5%
Cc1nc(N2CCN(C)CC2)c2sc(=S)n(-c3ccccc3)c2n1 | -9.5 | -1.2%
C=CCC(C#Cc1ccccc1)[N+](C)(C)CC=C (configuration not stated) | nt | -10.0%
CCOC(=O)C1(C)C=C(Nc2ccc(OC)cc2)C(=O)N1c1ccc(OC)cc1 (configuration not stated) | 4.1 | -5.2%
Cc1ccc(NC(=O)C(=O)NCCOc2ccc(Cl)cc2)c(C)c1 | nt | -0.9%
CCN1CCN(Cc2ccc(NC(=O)Nc3cccs3)cc2)CC1 | nt | -7.5%
Cc1ccc(S(=O)(=O)/C(C#N)=C/c2c(Oc3ccc(Cl)cc3)nc3c(C)cccn3c2=O)cc1 | 1.9 | -4.0%
O=C(c1ccc(F)cc1)C1CCN(C(=O)Nc2ccc(F)cc2)CC1 | -0.8 | 2.1%
S=c1nc(-c2ccc(Br)cc2)oc2c1CCCC2 | 2.4 | nt
CN(C(=O)COC(=O)/C=C/c1cccc([N+](=O)[O-])c1)C1CCS(=O)(=O)C1 (configuration not stated) | -10.4 | 5.5%
Cc1nnc(NC(=O)CSc2ccc3nnc(-c4ccccn4)n3n2)s1 | 12.0 | -4.3%
CCOc1ccc(C(=O)Nc2ccc(-c3cc4ccccc4oc3=O)c(C)c2)cc1[N+](=O)[O-] | -5.6 | 0.2%

This is a subset; rates above refer to the full screens.
